# Assay outcomes: PubChem BioAssay, several laboratories
# GPR7 antag: blocks human GPR7 receptor signaling | P48145 | GPR7-expressing cells, fluorescence antagonist assay | inhibition, % at 4.4 µM | hit rate 1.1% among 290,000; in the data active means inhibition above about 16%, passing the limit was not always enough;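 further: cells stimulated with the agonist NPW; 0% = agonist with vehicle and 100% = vehicle without agonist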
# Target sequence (P48145 whole entry, looked up): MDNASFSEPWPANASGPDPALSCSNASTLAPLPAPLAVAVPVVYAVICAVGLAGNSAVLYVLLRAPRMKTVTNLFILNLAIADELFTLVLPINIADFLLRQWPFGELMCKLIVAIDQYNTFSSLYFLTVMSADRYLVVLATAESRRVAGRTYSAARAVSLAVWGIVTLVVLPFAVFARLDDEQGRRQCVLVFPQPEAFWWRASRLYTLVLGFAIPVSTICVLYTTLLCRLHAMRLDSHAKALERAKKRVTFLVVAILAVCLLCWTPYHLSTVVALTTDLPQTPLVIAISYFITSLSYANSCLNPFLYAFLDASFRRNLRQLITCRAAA
# PHOSPHO1 block: blocks human PHOSPHO1 phosphatase activity; inhibition, % at 13.3 µM; AID 1565; recombinant PHOSPHO1, absorbance phosphatase assay; hit rate 1.1% among 290,000; in the data active means inhibition above about 60%
# GalR3 antag: blocks the human galanin receptor 3. O60755. HEK293 GalR3-CNG cAMP membrane potential fluorescence; galR3 body fused to GalR1 C-terminus. inhibition, % at 3 µM. hit rate 0.44% among 360,000;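 active means inhibition above the screen-wide average plus 3 SD, cut at about 13% in these data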;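 further: forskolin and galanin both at EC90 stimulate the cells; cAMP rise reported by CNG channel membrane potential dye signal; 0% = forskolin plus galanin with DMSO and 100% = forskolin alone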
# Target sequence (O60755 1-299 limits assumed): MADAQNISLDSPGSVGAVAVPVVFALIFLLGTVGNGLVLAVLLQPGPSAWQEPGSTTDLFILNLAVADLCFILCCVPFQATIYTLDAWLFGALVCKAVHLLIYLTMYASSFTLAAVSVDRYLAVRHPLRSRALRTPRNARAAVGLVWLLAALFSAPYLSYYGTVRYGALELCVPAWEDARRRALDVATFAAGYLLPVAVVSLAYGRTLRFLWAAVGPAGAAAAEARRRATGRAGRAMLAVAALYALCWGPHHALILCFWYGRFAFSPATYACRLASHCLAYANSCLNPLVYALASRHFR
# OXTR agonist: agonists of human oxytocin receptor | P30559 | CHO-OTR cells, Fluo-8 calcium fluorescence; normalized: DMSO 0%, oxytocin 100% | activation, % at 3 µM | hit rate 0.32% among 320,000 | AID 2435;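 active means activation above the mean of all tested compounds plus 3 SD, cutoff set per screening run, cut at about 20% in these data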;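 further: peak over basal fluorescence ratio from a 100 s FLIPR kinetic read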
# V1R ag counter: activates human V1a receptor in oxytocin agonist counter-screen; CHO-V1R cells, Fluo-8 calcium fluorescence, agonist mode; 0% DMSO, 100% 3 nM vasopressin; activation, % at 3 µM; hit rate 0.25% among 320,000;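 active means activation above the mean activation of all tested compounds plus 3 SD, per screening run, cut at about 20% in these data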;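 further: signal is peak over basal fluorescence ratio across a 100 second FLIPR read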
# Target sequence (P37288 whole entry, looked up): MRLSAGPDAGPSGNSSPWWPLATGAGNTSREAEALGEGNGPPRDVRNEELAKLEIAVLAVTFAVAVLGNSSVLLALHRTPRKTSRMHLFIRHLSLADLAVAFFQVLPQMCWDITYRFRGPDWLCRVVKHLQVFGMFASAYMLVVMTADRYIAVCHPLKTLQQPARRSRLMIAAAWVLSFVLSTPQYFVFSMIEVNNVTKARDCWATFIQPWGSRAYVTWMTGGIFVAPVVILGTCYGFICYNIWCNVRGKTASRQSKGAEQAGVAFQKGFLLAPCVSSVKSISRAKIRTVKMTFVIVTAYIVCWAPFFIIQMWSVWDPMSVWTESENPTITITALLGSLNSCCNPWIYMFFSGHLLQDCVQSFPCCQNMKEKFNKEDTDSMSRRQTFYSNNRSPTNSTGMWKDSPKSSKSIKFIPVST
# MEKK2 WT-MEK5: raises or lowers MEK5 binding to wildtype human MEKK2 PB1 domain; bead flow cytometry, Alexa488-MEK5 binding to MEKK2 WT; actives lie on both sides; hit rate 1.1% among 290,000; Q9Y2U5; binding response (% of control), % at 10 µM; in the data active means binding response below about 67% or above about 130%
# MEKK2mut PB1 HTS: signal of MEK5 binding to mutant human MEKK2 PB1 domain. bead flow cytometry, Alexa488-MEK5 binding to MEKK2 mutant. hit rate 0.35% among 290,000. percent response, % at 10 µM. AID 1530; in the data active means percent response above about 24%, passing the limit was not always enough; further: inactives centre near 1; some results filed as inactive read as strong as hits; reference of the scale not given here
# MEKK3 PB1 HTS: MEKK3-MEK5 PB1 interaction, increase or decrease; hit rate 1.4% among 290,000; bead-based flow cytometry, Alexa488-MEK5 binding to MEKK3; actives lie on both sides; 0 = blocked by unlabeled MEK5, 100 = vehicle; Q99759; binding response (% of control), % at 10 µM;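 active means binding response more than 3 SD above or below the average of its plate-row segment, actives on both sides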;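 further: Alexa488 bead fluorescence after subtracting the streptavidin-only scavenger bead signal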
# NALP1 yeast inh: NALP1 inhibition; S. cerevisiae NALP1/ASC/caspase-1 growth, X-gal OD620, 72 h; hit rate 0.61% among 280,000; inhibition, % at 10 µM; AID 2071; in the data active means inhibition mostly above about 24%, no sharp cut-off; inactive means mostly below about 32%; further: some compounds called inactive have numbers as strong as hits
# Starred values were filed as active, the others as inactive; . = no result given.
# Values run as follows: GPR7 antag, PHOSPHO1 block, GalR3 antag, OXTR agonist, V1R ag counter, MEKK2 WT-MEK5, MEKK2mut PB1 HTS, MEKK3 PB1 HTS, NALP1 yeast inh
COc1ccc(CCNC(=O)c2nn(C)cc2Cl)cc1
 : -12, 2, -1, -0.4, 0.3, 109, 5, 106, 36
CC(=O)c1cc2c(cc1NC(=O)C1CCC1)OCO2
 : -5, 41, 3, -2.1, -1.0, 88, -9, 93, 11
Cc1ccc2nc(C3CCN(C(=O)NCc4ccccc4)CC3)[nH]c2c1
 : -3, 10, 1, -1.1, 0.8, 103, 4, 104, 17
CCOC(=O)c1cc(C#N)c(C)nc1N(CC)CC
 : -18, -1, -3, -2.5, -0.3, 99, -4, 94, 20
CC(=O)COc1ccccc1OC(=O)c1ccco1
 : 0, 2, -2, -0.8, -0.8, 100, 0, 105, -3
COc1ccccc1Nc1nc(NCCO)c2ccccc2n1
 : -10, 9, ., ., ., 103, 1, 110, 11
C/C(CCc1oc2c(Br)cc(Br)cc2c1-c1ccc(C)o1)=N\O
 : 7, -10, 0, -0.1, -0.3, 97, -2, 96, 4
CCC(C)NC(=O)CC1Oc2ccc(Cl)cc2NC1=O (configuration not stated)
 : -9, -11, 3, -0.4, 1.3, 100, 1, 101, -8
CC(=O)c1ccc(-n2nnnc2SCC(=O)N2CCN(C(=O)c3ccco3)CC2)cc1
 : 2, -21, -2, 0.5, 2.9, 104, 1, 100, 29
COC1CCCCC1Nc1cc(C)cc(C)c1 (configuration not stated)
 : -6, 11, -1, -1.3, -0.7, 91, -6, 89, 9
O=C(Nc1nnc(CSCc2ccc(Cl)cc2)s1)c1cccc([N+](=O)[O-])c1
 : -10, 1, 0, 3.2, 0.8, 115, 20, 100, 26
CCCc1[nH]nc2c1C(/C(C)=C/c1ccccc1)C(C#N)=C(N)O2 (configuration not stated)
 : -5, 8, -2, -1.8, -1.6, ., ., ., -6
CC(=O)C1=C(O)C(=O)N(CC#N)C1c1cccs1 (configuration not stated)
 : 25, 37, 0, 2.2, 0.5, 101, 3, 95, 16
COc1cc(NC(=O)c2cccs2)ccc1NC(=O)c1ccccc1Cl
 : -12, -8, -5, 0.8, -0.5, 86, -9, 103, 6
COc1ccc(-c2cc3nc(-c4ccccc4)cc(N4CCC(O)CC4)n3n2)cc1
 : 10, 48, -5, 1.8, 1.2, 100, -5, 99, -3
Cc1[nH]c2ccccc2c1/C=C/c1nc2ccccc2c(=O)n1CCO
 : -7, 48, -6, 1.6, 3.0, 106, 0, 121, 18
Cc1ccc(CN2CCC(n3nccc3NC(=O)C3CCOC3)CC2)cc1 (configuration not stated)
 : -17, 43, -3, -0.2, 0.6, 104, 6, 98, -4
CCN(CC)S(=O)(=O)c1ccc(NC(=O)CNC2CCCCC2)cc1
 : 6, 24, -6, 2.6, 3.3, 105, 4, 102, 34
O=C(Nc1nc(COc2ccccc2)cs1)C1CCC1
 : 2, -38, -9, 5.8, 4.8, 98, 0, 98, -8
C=CCOc1ccccc1CN1CCSCC1
 : -5, -9, -7, -0.8, -0.2, 96, 4, 97, -12
Cc1cc(Nc2ccccc2)nn1C(=O)c1ccccc1
 : -22, 9, 0, -1.9, -1.3, 97, -3, 99, 53
COc1ccccc1CNC(=O)COC(=O)c1cccc(S(=O)(=O)N2CCCC2)c1
 : -16, 3, 2, -1.2, 0.4, 107, 7, 104, -14
Cc1ccc(CN2CC(C(=O)Nc3ccc(F)c([N+](=O)[O-])c3)CC2=O)cc1 (configuration not stated)
 : 19, 28, -13, 5.4, 3.4, 96, -2, 104, -1
Cc1cc(N/C=C\c2nnnn2-c2ccc(F)cc2)no1
 : -7, -10, -6, -0.2, -0.4, 105, 0, 103, 24
O=C(NNS(=O)(=O)c1ccccc1[N+](=O)[O-])c1cccc(Br)c1
 : -7, 19, -9, -0.4, -0.9, 103, 4, 103, 12
O=C(CCc1nc2ccccc2[nH]c1=O)OCC(=O)c1ccc(Cl)cc1
 : -9, 2, -11, 0.7, 0.2, 105, 7, 106, -22
CNc1ccc([N+](=O)[O-])cc1-c1nc2ccccc2[nH]c1=O
 : -15, 12, -6, -0.5, -0.2, 99, 0, 101, 0
O=C(CCn1c(SCC(=O)NCc2ccco2)nc2ccccc2c1=O)NCCc1ccccc1
 : -9, 18, -2, -2.2, -0.8, 98, -3, 96, -2
CCc1ccc(NC(=O)c2ccc(S(=O)(=O)NCc3cccnc3)cc2)cc1
 : 6, 17, -10, 1.5, 4.7, 100, -4, 102, 8
CCCOc1ccccc1C1C(C(=O)OC)=CN(C(C)C)C=C1C(=O)OC
 : -5, -2, -1, -2.6, -1.4, 102, 7, 103, 5
O=C(O)c1ccccc1CSc1nc2ccccc2s1
 : -13, -4, -9, 0.4, -0.2, 106, 1, 101, 18
O=c1oc2c(CN3CCOCC3)c(O)c(Cl)cc2c2c1CCC2
 : 3, 13, -1, ., ., 91, -6, 88, 26
C/C(=N\NC(=O)c1c(C)nc2ccccn12)c1ccccc1F
 : -10, 8, -10, 1.0, 0.8, 105, 10, 103, -3
O=C(NCc1ccccc1F)c1ccc(S(=O)(=O)Nc2cccc(C(F)(F)F)c2)cc1
 : -5, -2, -5, 6.9, 5.9, 102, 1, 104, 33
Nc1cccc(C(=O)Nc2ccco2)c1
 : -10, 0, -3, 0.9, -0.2, 96, -9, 96, 19
CCNC(=O)CSc1nnc(-c2ccc(OC)cc2)n1CC(C)C
 : 2, 19, 5, 0.9, -0.2, 104, 0, 103, -2
C=CCc1cccc(/C=N/NC(=O)COc2ccc(-n3cnnn3)cc2)c1O
 : 13, 44, -10, -0.1, -0.2, 100, 1, 101, -10
COc1ccc(-c2cnc(SCC(=O)Nc3nc(C(C)(C)C)cs3)n2Cc2ccco2)cc1
 : -4, -16, -5, -1.5, 0.1, 105, 1, 94, 15
CCOc1ccc(-c2nnc(N3CCCCC3)c3ccccc23)cc1
 : -13, 0, -5, -3.0, 0.1, 94, -2, 100, -9
COc1ccc(CNC(=O)COC(=O)c2ccc(F)c(S(=O)(=O)N3CCCCC3)c2)cc1OC
 : -11, 36, -6, 4.7, 4.3, 100, -4, 95, -68

# Part of the list above in another layout:
SMILES	GPR7 antag	PHOSPHO1 block	GalR3 antag	OXTR agonist	V1R ag counter	MEKK2 WT-MEK5	MEKK2mut PB1 HTS	MEKK3 PB1 HTS	NALP1 yeast inh
Cc1cc(Nc2ccccc2)nn1C(=O)c1ccccc1	-22	9	0	-1.9	-1.3	97	-3	99	53
COc1ccccc1CNC(=O)COC(=O)c1cccc(S(=O)(=O)N2CCCC2)c1	-16	3	2	-1.2	0.4	107	7	104	-14
Cc1ccc(CN2CC(C(=O)Nc3ccc(F)c([N+](=O)[O-])c3)CC2=O)cc1 (configuration not stated)	19	28	-13	5.4	3.4	96	-2	104	-1
Cc1cc(N/C=C\c2nnnn2-c2ccc(F)cc2)no1	-7	-10	-6	-0.2	-0.4	105	0	103	24
O=C(NNS(=O)(=O)c1ccccc1[N+](=O)[O-])c1cccc(Br)c1	-7	19	-9	-0.4	-0.9	103	4	103	12
O=C(CCc1nc2ccccc2[nH]c1=O)OCC(=O)c1ccc(Cl)cc1	-9	2	-11	0.7	0.2	105	7	106	-22
CNc1ccc([N+](=O)[O-])cc1-c1nc2ccccc2[nH]c1=O	-15	12	-6	-0.5	-0.2	99	0	101	0
O=C(CCn1c(SCC(=O)NCc2ccco2)nc2ccccc2c1=O)NCCc1ccccc1	-9	18	-2	-2.2	-0.8	98	-3	96	-2
CCc1ccc(NC(=O)c2ccc(S(=O)(=O)NCc3cccnc3)cc2)cc1	6	17	-10	1.5	4.7	100	-4	102	8
CCCOc1ccccc1C1C(C(=O)OC)=CN(C(C)C)C=C1C(=O)OC	-5	-2	-1	-2.6	-1.4	102	7	103	5
O=C(O)c1ccccc1CSc1nc2ccccc2s1	-13	-4	-9	0.4	-0.2	106	1	101	18
O=c1oc2c(CN3CCOCC3)c(O)c(Cl)cc2c2c1CCC2	3	13	-1	.	.	91	-6	88	26
C/C(=N\NC(=O)c1c(C)nc2ccccn12)c1ccccc1F	-10	8	-10	1.0	0.8	105	10	103	-3
O=C(NCc1ccccc1F)c1ccc(S(=O)(=O)Nc2cccc(C(F)(F)F)c2)cc1	-5	-2	-5	6.9	5.9	102	1	104	33
Nc1cccc(C(=O)Nc2ccco2)c1	-10	0	-3	0.9	-0.2	96	-9	96	19

# Remaining list, next part:
# Values run as follows: GPR7 antag, PHOSPHO1 block, GalR3 antag, OXTR agonist, V1R ag counter, MEKK2 WT-MEK5, MEKK2mut PB1 HTS, MEKK3 PB1 HTS, NALP1 yeast inh
CCC(c1nnnn1Cc1ccco1)N(CCc1ccccc1)Cc1cc2ccc(OC)cc2[nH]c1=O (configuration not stated)
 : -5, 6, 0, -1.1, 0.2, 98, -1, 101, 7
C[C@H]1CCC[C@@]2(O[C@H](CCO)C[C@@H](O)[C@@H]2O)O1
 : ., ., -6, 0.4, 0.0, 107, 5, 105, .
Oc1ccccc1/C=N/Nc1cc(N2CCCC2)nc(N2CCCC2)n1
 : 2, -10, 7, -2.3, -0.6, 181*, 40, 102, 24
COc1ccc(/C=C/C(=O)NC(=S)Nc2ccc(C(=O)O)cc2)cc1
 : -1, 67*, -1, 1.1, 1.5, 97, -1, 98, 24
O=C(Cc1c(Cl)cccc1Cl)Nc1cccc(S(=O)(=O)N2CCOCC2)c1
 : -7, -1, 0, 0.5, 2.4, 93, -13, 93, 0
O=C(NCCOC(=O)c1ccncc1)c1ccccc1
 : -1, 11, -1, -0.1, 1.0, 95, -3, 94, 4
Cn1nc(-c2ccc(C(=O)NCC3CCCO3)cc2)c2ccccc2c1=O (configuration not stated)
 : -3, 5, 3, 1.7, 0.0, 91, -1, 95, 9
COc1ccc(C)cc1NC(=O)NCc1ccccc1F
 : -5, 34, -2, -2.9, -1.0, 101, -1, 100, 1
OCC1(Cc2cccc(F)c2)CCN(Cc2cccc3nccnc23)CC1
 : -9, 18, -3, 0.9, 0.3, 117, 12, 104, 12
Cc1cccn2c(=O)c(/C=C(\C#N)C(=O)NCc3ccco3)c(N3CCC(C(N)=O)CC3)nc12
 : -2, -16, -7, -1.4, 0.3, 110, 15, 101, 23
CC(C)Cc1nnc(NC(=O)CCC(=O)Nc2ccc(Cl)cc2)s1
 : -12, -31, -7, -0.1, 1.7, 101, 3, 101, 6
Cc1c(NC(=O)C(C)OC(=O)c2cccc(S(=O)(=O)N(C)C)c2)c(=O)n(-c2ccccc2)n1C (configuration not stated)
 : -16, 16, 1, -0.1, 0.7, 92, -7, 100, 4
Cc1cccc(OCCCC(=O)Nc2ccc(S(=O)(=O)Nc3onc(C)c3C)cc2)c1C
 : -7, -17, -4, -0.2, -0.8, 100, -2, 98, -14
O=[N+]([O-])c1cccc(-c2nc(NCc3ccccc3)c3ccccc3n2)c1
 : -11, 9, -8, -0.4, 1.0, 106, 0, 91, 16
CC(C)NC(=O)NC(=O)COC(=O)c1ccc(S(=O)(=O)Nc2ccccc2)cc1
 : 13, -10, -5, 3.1, 4.2, 102, 0, 98, 4
CCOC(=O)c1ccc(N2CCOCC2)c(NS(=O)(=O)c2ccc(F)cc2)c1
 : -5, -4, 0, -0.9, -0.4, 104, 7, 100, 5
CC1=C(C)CC(C(=O)NCCc2ccc(F)cc2)C(C(=O)O)C1 (configuration not stated)
 : -10, 36, -12, -1.3, 0.1, 110, 13, 110, 5
Cc1c(Cl)cccc1NC(=S)N1CCCN(Cc2ccccc2F)C1
 : -6, 53, -2, 5.9, 4.4, 95, -5, 93, -11
CCOc1ccccc1CN1CCNC(=O)C1CC(=O)NC1CCCCCC1 (configuration not stated)
 : 22, 50, -10, -0.6, 0.5, 96, -12, 96, 16
CCOC(=O)C1C(=O)NC(c2ccccc2)=NC1c1ccc(OC)cc1 (configuration not stated)
 : -12, 40, -2, 0.8, 0.5, 94, -5, 98, -10
